Compound activity from PubChem.
Gli-Sufu antag = Gli-Sufu pathway antagonists, primary screen, luciferase luminescence, Sufu-KO-LIGHT cells, uHTS; 340,000 compounds, 0.74% hits; Sufu-KO-LIGHT fibroblasts, Gli luciferase reporter luminescence; inhibition, % at 5 µM; AID 588413, 2011;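 active = inhibition above about 55%, limit read from the data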;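 note: 0% = DMSO-treated cells and 100% = wells with medium but no cells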
Jurkat NFkB inh = inhibitors of induced NF-kB luciferase reporter, primary screen, TCR NF-kB activation inhibitor project, cell-based, luminescence, uHTS; Jurkat, PMA/ionomycin-induced NF-kB luciferase reporter; inhibition, % at 4 µM; 330,000 compounds, 0.53% hits; AID 435003, 2010
CCR6 antag = CCR6 receptor antagonists, primary screen, cell-based, CHO-K1, luminescence, beta-arrestin, uHTS; C-C chemokine receptor type 6 (Homo sapiens), P51684; CHO-K1 CCR6 PathHunter beta-arrestin, CCL20-stimulated; inhibition, % at 20 µM; 340,000 compounds, 0.49% hits; AID 493098, 2011;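 active = compounds whose inhibition of the agonist-driven luminescence signal at 20 µM reaches about 50%, limit read from the data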;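 note: cells stimulated with CCL20 at 14 nM final; plate controls were DMSO with CCL20 for no effect and DMSO without agonist for full effect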
Target sequence (P51684 whole entry, looked up): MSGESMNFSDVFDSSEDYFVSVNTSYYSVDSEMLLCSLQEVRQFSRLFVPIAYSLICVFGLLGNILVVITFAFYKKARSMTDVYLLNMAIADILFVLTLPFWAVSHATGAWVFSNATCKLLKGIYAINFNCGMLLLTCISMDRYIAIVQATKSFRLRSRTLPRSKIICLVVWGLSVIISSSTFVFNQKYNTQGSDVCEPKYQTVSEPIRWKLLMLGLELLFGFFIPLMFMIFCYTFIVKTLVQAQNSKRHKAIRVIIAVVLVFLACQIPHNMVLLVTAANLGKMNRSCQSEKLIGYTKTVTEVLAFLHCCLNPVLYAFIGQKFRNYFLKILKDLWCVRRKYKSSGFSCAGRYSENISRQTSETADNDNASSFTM
SENP8 block = SENP8 protease inhibitors, primary screen, biochemical, luminescence; purified SENP8, Z-RLRGG-aminoluciferin cleavage; inhibition, % at 10 µM; 330,000 compounds, 1.2% hits; AID 2540, 2010
697 NFkB inh = inhibitors of PMA/ionomycin-induced NF-kB reporter, 697 cells, primary screen, B-cell NF-kB inhibitor project, cell-based, luminescence, uHTS | 697 B-cell NF-kB luciferase reporter, 16 h | AID 435022, 2010 | 330,000 compounds, 0.33% hits | inhibition, % at 4 µM; in the data active = inhibition above about 35%
Apaf-1 inh = inhibitors of human Apaf-1 apoptosome, primary screen, biochemical, DEVD-Rh110 fluorescence, uHTS; reconstituted apoptosome caspase-3 activity; inhibition, % at 20 µM; 330,000 compounds, 0.71% hits; Apoptotic protease-activating factor 1 (Homo sapiens), O14727; AID 489030, 2010; active = inhibition of at least 40% at 20 µM;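 note: plate controls were DMSO wells for no effect and DEVD-CHO caspase inhibitor wells for full effect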
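Material: reconstituted apoptosome with Apaf-1, cytochrome c, caspase-9, procaspase-3, dATP. Technique: Rh110 fluorescence intensity. Buffer or medium: pH 7.5 Hepes buffer with CHAPS, BSA, DTT. Times: 30 min plus 50 min, RT.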
EBI2 block = EBI2 receptor antagonists, beta-arrestin recruitment, primary screen, cell-based, luminescence, 7a,25-OHC stimulation, uHTS. G-protein coupled receptor 183 (Homo sapiens), P32249. 7a,25-OHC stimulated. inhibition, % at 5 µM. 360,000 compounds, 0.81% hits; in the data active = inhibition above about 38%;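 note: enzyme fragment complementation signal reports receptor beta-arrestin coupling in cells; 0% = agonist plus DMSO wells and 100% = wells without agonist; some results beyond the cut were filed as inactive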
Target sequence (P32249 whole entry, looked up, the tested form may be a part): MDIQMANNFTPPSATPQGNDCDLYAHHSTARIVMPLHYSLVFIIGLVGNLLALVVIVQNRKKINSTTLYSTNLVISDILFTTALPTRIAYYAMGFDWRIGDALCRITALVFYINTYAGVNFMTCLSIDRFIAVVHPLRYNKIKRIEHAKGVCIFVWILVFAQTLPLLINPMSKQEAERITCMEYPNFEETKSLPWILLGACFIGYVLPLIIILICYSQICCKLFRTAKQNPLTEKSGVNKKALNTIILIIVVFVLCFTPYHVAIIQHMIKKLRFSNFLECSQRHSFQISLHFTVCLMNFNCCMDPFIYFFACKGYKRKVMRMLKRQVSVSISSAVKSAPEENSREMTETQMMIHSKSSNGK
UBC13 inh = UBC13 polyubiquitin chain formation inhibitors, primary screen, biochemical, TR-FRET, uHTS. Ubiquitin-conjugating enzyme E2 N (Homo sapiens), P61088. inhibition, % at 20 µM. 330,000 compounds, 0.47% hits. AID 485273, 2010; in the data active = inhibition above about 45%, passing the limit was not always enough
Target sequence (P61088 whole entry, looked up): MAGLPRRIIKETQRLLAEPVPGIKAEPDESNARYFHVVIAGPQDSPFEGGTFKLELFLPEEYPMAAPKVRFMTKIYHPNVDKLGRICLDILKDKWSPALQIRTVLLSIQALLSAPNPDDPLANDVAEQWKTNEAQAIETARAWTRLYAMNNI
The depositor's hits bear a star; . = not tested or not shown. Cut-off read from the data, not from the text of the source, unless noted: active = inhibition above about 50%; inactive = the rest. These rows are one share of the data, so the mix of outcomes need not match the whole.

#	structure	Gli-Sufu antag	Jurkat NFkB inh	CCR6 antag	SENP8 block	697 NFkB inh	Apaf-1 inh	EBI2 block	UBC13 inh
1	O=C(CSc1nnc(-c2ccco2)o1)NC(=O)Cc1ccccc1	-3.7	-1.6	-1.3	-0.8	-2.9	3.7	0.4	4.0
2	COc1ccc(Cl)cc1-c1nc(SCC(=O)NCCN2C(=O)CSC2=O)n[nH]1	-3.8	-6.4	-3.3	-17.7	14.4	8.9	-13.8	1.6
3	CSCC[C@H](NC(=O)N1CCn2c1nc1ccccc12)C(=O)NCc1ccc2c(c1)OCO2	-3.0	2.2	7.1	7.5	5.7	14.9	10.6	-1.5
4	Cc1ccc(C)c(OCCC(=O)Nc2ccc3c(c2)OCO3)c1	-2.6	-0.4	13.5	5.6	7.9	-1.1	14.1	11.0
5	Cc1coc2cc3oc(=O)c(Cc4ccccc4)c(C)c3cc12	-14.1	6.9	17.0	-7.1	-4.0	13.2	12.4	3.3
6	COc1cc(NC(=O)CCNS(=O)(=O)c2ccc3c(c2)CCC(=O)N3)cc(OC)c1	2.4	6.9	0.4	-12.9	-21.8	-3.0	-2.0	-6.2
7	COC(=O)CNC(=O)CNC(=O)c1nn(-c2ccc(OC)c(Cl)c2)c(=O)c2ccccc12	3.9	-0.2	-1.4	1.7	-7.3	3.3	-8.6	-1.3
8	CC(C)(C)c1ccccc1NC(=S)NC1CCCC1	-15.4	14.8	15.4	8.4	-27.1	20.0	-1.5	-1.5
9	O=[N+]([O-])c1cccc(-c2noc3c2-c2nc(Cc4cccc5ccccc45)sc2CC3)c1	-9.1	-3.2	17.4	-2.2	-4.7	7.3	0.7	-14.4
10	COc1cc(C=O)c(Cl)cc1OCC(N)=O	-1.2	1.4	-0.7	-1.6	-8.1	7.4	-8.9	2.0
11	Cc1cc(/C=N/NC(=O)C(O)(c2ccccc2)c2ccccc2)c(C)n1-c1cccc(C(=O)O)c1	5.0	-12.4	3.1	-1.1	-4.0	9.1	0.1	0.3
12	COc1ccc(OC)c(S(=O)(=O)NCCCN2CCOCC2)c1	25.0	-16.3	1.7	-8.6	-6.7	11.7	-3.0	-2.2
13	CC(C)Nc1nc(Cl)nc(N(C#N)CN2C(=O)c3ccccc3C2=O)n1	1.0	7.7	17.1	-2.2	16.0	0.5	56.5*	20.2
14	O=C(O)c1ccc(S(=O)(=O)Nc2ccc(F)c(Cl)c2)cc1	2.2	-7.2	-4.0	-5.5	-6.1	-1.5	9.6	-16.9
15	Cn1cnnc1SCC(=O)c1ccc2c(c1)CCCC2	-41.0	-17.8	5.4	-2.8	-18.0	-13.2	-4.2	-4.7
16	Cc1ccc(C(=O)N/C(=C\c2ccco2)C(=O)N2CC(C)OC(C)C2)cc1C (centres undefined)	-8.4	-1.4	-8.8	5.9	18.0	5.7	7.4	-4.1
17	Cc1cccc(OCCC(=O)Nc2ccc(S(=O)(=O)N3CCCC3)cc2)c1	-2.6	-1.6	10.4	-7.7	-5.5	12.4	10.1	-8.4
18	COc1ccc2c(c1)OC[C@H]1[C@H]2N2C(=O)CN(CC3CCCO3)C(=O)[C@@]2(C)[C@H]1c1ccccc1 (some centres undefined)	23.1	-5.3	14.2	-9.3	8.8	11.8	-9.4	-4.2
19	CCCCNC(=O)CCCCCn1c(=O)[nH]c2cc(C(=O)OC)ccc2c1=O	-20.9	-2.5	-1.4	4.7	13.1	-16.6	-2.6	13.4
20	C/C=C/C(=O)N1CC2(CC(c3cccc(NC(=O)/C(C)=C/C)c3)=NO2)C[C@H]1C(N)=O (some centres undefined)	1.9	-7.9	1.1	0.7	0.3	16.3	-5.2	-0.8
21	O=C(NCCN1CCOCC1)c1ccc(=O)oc1	3.1	-5.3	3.4	-9.6	-9.0	15.1	-5.9	-2.2
22	CCN(c1ccccc1)S(=O)(=O)c1ccc(Cl)c(NC(=O)CNCc2ccccc2OC)c1	2.6	-14.5	17.5	-0.8	14.0	21.9	20.8	13.3
23	O=C1CC(SC(=NCc2ccc3c(c2)OCO3)Nc2ccccc2)C(=O)N1c1ccccc1 (centres undefined)	3.1	9.7	6.4	-0.1	16.4	6.8	27.3	7.8
24	Cc1ccnc(N2C(=O)c3ccc([N+](=O)[O-])cc3C2=O)c1	.	2.4	.	6.9	5.8	3.7	-0.2	-5.4
25	CCn1c2ccccc2c2cc(CNCc3ccc(OC)cc3OC)ccc21	38.7	24.6	-7.5	-14.4	-5.2	12.7	-16.4	33.8
26	COc1cc(S(=O)(=O)N(C)Cc2ccc3c(c2)OCCO3)ccc1NC(C)=O	-3.4	16.1	3.1	2.2	12.6	-10.3	2.3	-1.3
27	COc1cccc(C(=O)Nn2cnnc2)c1OC	4.1	3.1	-0.1	10.5	1.7	-4.4	-14.7	-6.4
28	COc1cccc(NC(=O)Nc2nnc(CC(=O)NCc3ccccc3)s2)c1	2.1	10.7	4.3	-7.7	29.1	-1.1	0.3	-13.0
29	CCC1(CC)NC(=O)N(CC(=O)OCC(=O)Nc2ccccc2[N+](=O)[O-])C1=O	-2.3	-7.5	-5.0	10.1	7.2	-2.9	-1.3	-9.6
30	COc1cc(C2c3c([nH]c(=O)[nH]c3=O)Nc3ccc4ccccc4c32)ccc1O (centres undefined)	-2.5	-6.0	-2.5	-9.7	7.1	24.6	3.6	-8.6
31	Cc1cccc(NC(=O)CN2CCc3cc4c(cc3C2)OCCCO4)c1	28.3	-15.1	5.4	3.7	3.6	11.9	0.2	1.0
32	CC1CCN(CC(O)CN2c3ccccc3Sc3ccccc32)CC1 (centres undefined)	14.1	-6.0	3.8	0.9	2.9	3.9	-5.3	12.2
33	CN(C)S(=O)(=O)c1ccc(C(=O)NCCOc2ccc(F)cc2)cc1	-23.3	-27.4	9.5	-5.5	-45.2	-16.9	34.5	9.4
34	CCOC(=O)c1ccccc1NC(=O)Cn1cnc2c(cnn2-c2ccccc2)c1=O	-0.1	-1.3	9.8	1.3	11.0	14.5	-6.8	6.8
35	COc1ccc(C(C#N)N2N=C(C)CC2(C)C)cc1 (centres undefined)	1.9	3.6	11.9	2.6	9.3	-7.2	-0.7	8.7
36	O=C(NNC(=O)c1ccccc1OCc1ccc(F)cc1)c1ccncc1	-6.9	5.0	2.6	-3.8	-0.6	1.2	0.6	-4.6

Quoted at random: four entries already listed
#	structure	Gli-Sufu antag	Jurkat NFkB inh	CCR6 antag	SENP8 block	697 NFkB inh	Apaf-1 inh	EBI2 block	UBC13 inh
26	COc1cc(S(=O)(=O)N(C)Cc2ccc3c(c2)OCCO3)ccc1NC(C)=O	-3.4	16.1	3.1	2.2	12.6	-10.3	2.3	-1.3
27	COc1cccc(C(=O)Nn2cnnc2)c1OC	4.1	3.1	-0.1	10.5	1.7	-4.4	-14.7	-6.4
28	COc1cccc(NC(=O)Nc2nnc(CC(=O)NCc3ccccc3)s2)c1	2.1	10.7	4.3	-7.7	29.1	-1.1	0.3	-13.0
35	COc1ccc(C(C#N)N2N=C(C)CC2(C)C)cc1 (centres undefined)	1.9	3.6	11.9	2.6	9.3	-7.2	-0.7	8.7

Next part:
#	structure	Gli-Sufu antag	Jurkat NFkB inh	CCR6 antag	SENP8 block	697 NFkB inh	Apaf-1 inh	EBI2 block	UBC13 inh
37	COc1ccc(CCNC(=O)c2ccc(CSc3ccccc3)o2)cc1	4.5	1.4	5.6	-1.3	-1.6	14.1	18.8	4.5
38	CCCc1nc2scc(-c3ccc(C)cc3)c2c(=O)n1N	2.5	-16.5	-2.2	-4.2	-0.5	0.8	11.5	10.8
39	COC(=O)C1C(=O)c2c(C)noc2CC1(C)C (centres undefined)	3.3	2.9	-13.4	1.5	16.3	-8.9	-1.0	5.5
40	O=C(Nc1nc2ccccc2c(=O)[nH]1)c1ccccc1SCc1ccccc1	9.1	10.8	21.2	7.2	3.0	9.0	-4.7	-0.6
41	COc1cccc(NC(=O)C2CCC(CNS(=O)(=O)c3cccs3)CC2)c1 (centres undefined)	5.2	0.1	1.4	-3.7	22.9	5.2	47.1*	-2.7
42	COc1ccc(C(=O)Cn2c(Br)nc3c2c(=O)n(C)c(=O)n3C)cc1OC	-7.1	4.0	8.4	-9.7	-8.0	-7.8	3.0	-2.3
43	Cc1ccc(CC(=O)Nc2ccc(S(=O)(=O)Nc3nccc(C)n3)cc2)cc1	-7.5	-0.3	6.1	-0.2	-4.2	1.8	-1.4	-7.9
44	O=[N+]([O-])c1ccc(-c2nnc3n2CCCCC3)cc1	0.7	-9.2	5.7	-6.2	7.9	-1.8	-2.7	-0.5
45	CC(=O)c1ccc(NC(=S)NC(=O)/C=C/c2ccc(F)cc2)cc1	11.8	-57.1	8.5	3.2	-42.3	0.7	-6.5	-12.5
46	NC(=O)CSc1nnc(-c2cnccn2)n1Cc1ccco1	-15.7	7.6	-13.3	2.5	16.0	-11.9	-11.1	6.1
47	COCCn1c(C)cc(C(=O)CSc2ncn[nH]2)c1C	-32.8	-4.7	13.3	3.7	6.1	-2.4	-7.6	14.2
48	O=C(N/N=C/c1ccco1)c1csc2c1CCCC2	-3.8	-4.0	-1.2	-6.9	-4.8	-3.5	-8.3	1.8
49	CC(C)(C)NC(=O)C1CC(=O)N(CCc2ccc(F)cc2)C1 (centres undefined)	-5.3	-1.0	4.7	-7.5	1.9	-12.7	9.4	3.8
50	CCN(CC)C(=O)c1[nH]cnc1C(=O)Nc1ccc(Cl)cc1	-2.2	-3.2	3.8	5.8	7.7	-3.6	-0.1	9.7
51	CC(C)C(C(=O)NC1CCCC1)N(CC1CCCO1)C(=O)CNS(=O)(=O)c1ccc(F)cc1 (centres undefined)	26.8	-11.7	7.0	2.8	-5.6	-2.1	-3.3	-3.6
52	COc1ccc2nc(NC(=O)C3CCCN(S(=O)(=O)c4cccc5nonc45)C3)sc2c1 (centres undefined)	3.0	-9.0	18.1	-4.0	-26.8	8.8	16.4	-4.1
53	C[C@H](CO)N1C[C@H](C)[C@@H](CN(C)S(C)(=O)=O)Oc2ccc(NC(=O)Cn3cnnn3)cc2C1=O	-13.4	4.7	-1.8	2.5	3.5	-1.7	-9.2	2.4
54	CC(CCc1ccco1)NC(=O)CSc1cc(=O)n(C)c2ccccc12 (centres undefined)	3.3	-12.1	3.5	-2.8	-6.0	12.6	-0.9	-5.2
55	CCOC(=O)N1CCN(S(=O)(=O)N2CCCC(C(=O)NCCCN3CCC(C)CC3)C2)CC1 (centres undefined)	-2.3	-8.6	5.3	-5.5	-5.4	5.6	-3.4	-0.3
56	OCCC1CN(Cc2cnc(-c3ccccc3)s2)CCN1C1CCCC1 (centres undefined)	12.1	-2.5	11.3	4.3	4.2	0.8	-3.3	7.3
57	Cc1nn(C)c(C)c1NC(=O)c1cc2nc(-c3ccco3)cc(C(F)(F)F)n2n1	3.4	-2.9	-2.5	5.9	11.9	0.3	2.1	-12.3
58	COc1ccc(/C(C)=N/Nc2nc3ccccc3nc2C)cc1OC	-10.4	-17.2	46.5	-2.1	-62.5	11.2	-7.4	-10.9
59	CC(=O)Nc1ccc(S(=O)(=O)NC2CC(=O)N(c3cccc(F)c3)C2)cc1 (centres undefined)	5.8	6.6	13.2	4.4	-3.4	-4.2	-7.4	6.8
60	COc1cccc(/C=N/n2c(=O)[nH]c3ccccc32)c1OC	34.1	-12.0	8.3	-3.2	-17.9	7.5	20.1	4.5
61	COc1ccc(CN(C(=O)c2nsc(Cl)c2Cl)C(C(=O)NC2CCCC2)c2ccc(OC)cc2)cc1 (centres undefined)	1.0	-6.5	15.4	-11.9	-14.0	18.1	-2.8	-11.4
